hcGAS lum: Primary biochemical luminescence assay for human cyclic GMP-AMP synthase inhibitors. Q8N884. recombinant h-cGAS, ATP depletion, Kinase-Glo luminescence. inhibition, % at 12.5 µM. 290,000 compounds, 0.081% hits;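 note: 0% = vehicle reaction and 100% = reaction without DNA for no activity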
Target sequence (Q8N884 whole entry, looked up): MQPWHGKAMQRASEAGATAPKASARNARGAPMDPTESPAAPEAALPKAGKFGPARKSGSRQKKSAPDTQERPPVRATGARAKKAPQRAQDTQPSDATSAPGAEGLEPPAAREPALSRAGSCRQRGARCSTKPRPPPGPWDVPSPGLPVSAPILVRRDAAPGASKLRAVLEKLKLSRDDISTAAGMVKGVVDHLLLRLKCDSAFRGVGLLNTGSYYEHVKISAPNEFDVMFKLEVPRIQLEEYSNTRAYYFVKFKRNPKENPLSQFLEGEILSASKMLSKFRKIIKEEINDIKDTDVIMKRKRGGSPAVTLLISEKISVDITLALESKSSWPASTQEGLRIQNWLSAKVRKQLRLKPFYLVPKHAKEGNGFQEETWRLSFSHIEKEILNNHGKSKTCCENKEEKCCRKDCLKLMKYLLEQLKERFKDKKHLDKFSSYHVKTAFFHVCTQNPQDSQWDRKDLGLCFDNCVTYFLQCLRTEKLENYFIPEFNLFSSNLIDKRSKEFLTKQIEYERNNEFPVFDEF
NPYLR7 ag: agonists of mosquito NPYLR7 receptor, primary screen, cell-based, Aedes aegypti, calcium fluorescence, mosquito biting behavior. Aedes aegypti neuropeptide Y-like receptor 7 (NPYLR7). HEK293T NPYLR7/Galpha15, GCaMP6s calcium fluorescence. activation, % at 10 µM. 270,000 compounds, 0.15% hits. AID 1259423, 2018; in the data active = activation above about 40%;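 note: 0% = vehicle and 100% = reference agonist at the receptor; some compounds past the cut are filed as inactive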
mcGAS lum: cyclic GMP-AMP synthase inhibitors, mouse, primary biochemical chemiluminescence; Q8C6L5; inhibition, % at 12.5 µM; recombinant cGAS, Kinase-Glo ATP depletion luminescence; 160,000 compounds, 0.15% hits;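 note: 0% = negative control wells and 100% = reference inhibitor with no enzyme activity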
An asterisk follows results filed as active; x = not tested or not shown. Cut-off read from the data, not from the text of the source, unless noted: active = inhibition above about 40%; inactive = the rest.

SMILES	hcGAS lum	NPYLR7 ag	mcGAS lum
CC1(Cc2ccc(C(F)(F)F)o2)C(=O)Nc2ccc(S(=O)(=O)NC3CCCCC3)cc21 (stereo not drawn)	-5	3	-1
CCCc1cc(=O)[nH]c(-n2nc(C)cc2NC(=O)c2cccs2)n1	-7	8	-7
CC(C)N1CCC(C)(C(=O)Nc2cccc(Oc3ccccc3)c2)C1 (stereo not drawn)	-4	0	x
COc1ccc(N2C(=O)CSC23C(=O)Nc2ccccc23)cc1OC (stereo not drawn)	-6	15	-4
O=C(NCCc1ccccn1)C(C1CCCC1)N1CCN(C(=O)COCc2ccccc2)CC1 (stereo not drawn)	0	-5	-4
CCCSc1ncccc1C(=O)N1CCC(C(=O)OCC)CC1	-3	-8	-3
CC(C)c1cc(=O)n2c(nc3ccccc32)[nH]1	-8	14	x
CNc1cc(-c2ccc(CC#N)cc2)ncn1	-8	3	x
Cc1cccc2oc(CNC(=O)c3ccc(Cn4cnnn4)cc3)nc12	-3	2	-10
CC(=O)N1CCOC(CNC(=O)CCc2ccccc2O)C1 (stereo not drawn)	0	6	-17
CC(Oc1cccc(Cl)c1)C(=O)N1CCOC(c2ccccc2)C1 (stereo not drawn)	-4	-5	-5
COc1ccc(NC(=O)C2CCN(C(=O)[C@@H]3CCCN3C(=O)C3CCN(c4nccc(C(F)(F)F)n4)CC3)CC2)cc1	-6	-4	-8
C/C(=N/Nc1nc(N2CCCCC2)nc(N2CCCCC2)n1)c1ccc(N)cc1	-5	-2	-4
COc1cc(OC)cc(C(=O)Nc2c(-c3ccccc3OC)nc3cc(C)ccn23)c1	-5	-3	-6
O=C(c1ccc2ccccc2c1)N1CCCC1c1cccnc1 (stereo not drawn)	5	-7	x
O=C(NCC1CCCN(S(=O)(=O)c2ccc(OC(F)(F)F)cc2)C1)c1cccnc1 (stereo not drawn)	-7	0	x
CCC(C)NC(=O)N1CCc2[nH]nc(-c3ccc(Cl)cc3)c2C1 (stereo not drawn)	-5	4	x
Cc1nc(N2CCCC2C(=O)NC2Cc3ccccc3C2)nc2cc(S(C)(=O)=O)ccc12 (stereo not drawn)	-8	17	-12
O=C(c1ccccc1F)N1CCN(S(=O)(=O)c2cccs2)CC1	-6	x	-5
Cc1ccc2c(c1)CCN1C(=O)CN(C(=O)Nc3ccc(F)cc3)CC21 (stereo not drawn)	-7	0	-8
COc1ccccc1CN(Cc1ccc(F)cc1)Cc1nc(C(=O)NCCc2ccccn2)co1	-5	26	-4
Cc1c(O)cccc1C(=O)NC1CC(=O)N(CC2CCCCC2)C1 (stereo not drawn)	-8	15	-9
CCn1c(C)cc(O)c(C(c2ccccc2OC)N2CCN(C)CC2)c1=O (stereo not drawn)	-8	12	x
O=c1c2nnn(Cc3ccccc3F)c2ncn1Cc1ccc(Cl)cc1	-3	9	x
CN1CCN(S(=O)(=O)c2cc([N+](=O)[O-])ccc2N2CCNCC2)CC1	-2	2	x
Cc1cc(N2CCN(c3ccccn3)CC2)n2nc(C(F)(F)F)c(-c3ccccc3)c2n1	5	-4	-2
CC1(C(=O)NS(=O)(=O)c2ccccc2Cl)CCN1C(=O)Cc1cccc2ccccc12 (stereo not drawn)	-7	5	x
CC(C)(C)NC(=O)C1CCCCC1C(=O)O (stereo not drawn)	-4	2	x
COCCCN1C(=O)CC(CC(=O)N2CCCCC2c2nccn2C)(c2ccccc2Cl)C1=O (stereo not drawn)	-7	3	-26
COc1ccc(C(=O)NCCn2cc(SCC(=O)Nc3ccc(C)cc3)c3ccccc32)cc1	-7	0	x
COc1cccc(/C=C2N=C(/C=C\c3cccc([N+](=O)[O-])c3)OC/2=O)c1OC	-2	20	-2
O=C(N1CCCC(CNS(=O)(=O)c2cccs2)C1)C12CC3CC(CC(C3)C1)C2 (stereo not drawn)	-3	5	x
Cc1cc([N+](=O)[O-])nn1CC(=O)Nc1sc2c(c1C#N)CCC(C)C2 (stereo not drawn)	-2	-1	0
COCCN(C(=O)COc1ccc(C#N)cc1OC)C1=CCCCC1	-8	8	x
O=C(NCCC1=CCCCC1)c1cncn1-c1ccc(-c2ccc(F)c(F)c2)cc1	-7	24	-5
O=C(NC(c1ccc(Cl)cc1)c1cccnc1)C1CCN(C/C=C/c2ccccc2)CC1 (stereo not drawn)	1	-14	1
CCCCCC(C)NCc1cnc(SC)nc1N1CCN(C)CC1 (stereo not drawn)	-1	-3	-3
COc1ccccc1NCC(=O)NCC(=O)Nc1ccc(F)cc1	-5	13	x
C=CCN(Cc1cccn1Cc1ccc(C(C)(C)C)cc1)C(C)(C=C)CO (stereo not drawn)	-8	23	-6
COCCCn1c(C(=O)NCc2ccco2)cc2c(=O)n(C)c(=O)n(C)c21	-6	-1	-7

3 of the compounds above, as a markdown table.
| Structure | hcGAS lum | NPYLR7 ag | mcGAS lum |
| --- | --- | --- | --- |
| Cc1cccc2oc(CNC(=O)c3ccc(Cn4cnnn4)cc3)nc12 | -3 | 2 | -10 |
| CC(C)c1cc(=O)n2c(nc3ccccc32)[nH]1 | -8 | 14 | x |
| COc1ccccc1CN(Cc1ccc(F)cc1)Cc1nc(C(=O)NCCc2ccccn2)co1 | -5 | 26 | -4 |

In the list so far, these have a tert-butyl group.
SMILES	hcGAS lum	NPYLR7 ag	mcGAS lum
CC(C)(C)NC(=O)C1CCCCC1C(=O)O (stereo not drawn)	-4	2	x
C=CCN(Cc1cccn1Cc1ccc(C(C)(C)C)cc1)C(C)(C=C)CO (stereo not drawn)	-8	23	-6

New compounds follow:
SMILES	hcGAS lum	NPYLR7 ag	mcGAS lum
Cc1ccccc1C1c2ccsc2CCN1C(=O)CN(C(=O)c1ccc([N+](=O)[O-])cc1)C1CCCCC1 (stereo not drawn)	-1	16	-6
Cc1ccccc1CN(C)C(=O)CSc1nc2ccccc2c(=O)n1C(C)C	-5	-1	x
CC(C)n1c(CN2CCC3(CCC(=O)N(C)CC3)CC2)nc2ccccc21	3	0	2
C=CCn1c(SCc2ccc(C(=O)N3CCOCC3)cc2)nnc1-c1ccc(C)cc1	8	0	2
CSc1nc(NC(C)C)c2cnn(CCNC(=O)c3ccccc3C(F)(F)F)c2n1	-4	x	-7
Cc1cccc(OC2CN(C(=O)CCCS(N)(=O)=O)C2)c1	-4	7	x
C/C(=C\c1ccco1)CN(C)Cc1nc(-c2ccccc2NS(C)(=O)=O)oc1C	-7	19	x
COc1c[nH]c(C(=O)N2CCC3(CCCO3)CC2)cc1=O	-6	6	-12
CCCn1c(N2CCN(Cc3ccc(Cl)cc3)CC2)nc2c1c(=O)[nH]c(=O)n2C	4	1	x
COc1ccc(-n2nnc3c(SCC(N)=O)ncnc32)cc1	-6	16	8
Cc1cc2nnc(SCC(=O)Nc3ccc4c(c3)OCO4)n2c2ccccc12	-6	-4	-7
COc1ccc2c(c1)CCc1c-2noc1-c1ccc(NC(=O)c2cc(F)c(F)c(F)c2F)cc1	-4	2	-7
CN1CCN2CCN(C(=O)c3cc(Cl)ccc3F)CC2C1=O (stereo not drawn)	-4	11	x
Cc1c(C(=O)NCC(=O)NC(C)C)nnn1-c1cccc2cnccc12	-7	0	-17
Cc1cc(NC(=O)C(C)Oc2ccccc2)n(-c2nc3c(cnn3-c3ccc(F)cc3)c(=O)[nH]2)n1 (stereo not drawn)	-5	x	-7
CC1CC(Nc2ccccc2)c2ccccc2N1C(=O)c1ccc2c(c1)OCO2 (stereo not drawn)	-5	-7	-7
CNC(=S)NN=Cc1ccc(C)s1	-7	6	x
CC1CCN(C(CNC(=O)c2ccc(F)cc2NC(=O)c2ccoc2)C(C)C)CC1 (stereo not drawn)	-4	6	x
Cc1ccc(N2C(=O)N(CC(O)CN3CCOCC3)C(=O)C2C)cc1 (stereo not drawn)	-4	-4	x
COc1cccc(Cl)c1-c1cccc(-n2cnnc2)c1	-4	-1	-19
O=C(Cc1ccc(F)cc1)NCCn1nc(-c2cccs2)ccc1=O	1	5	-8
CCCCn1c(N2CCN(Cc3cc(C)ccc3C)CC2)nc2c1c(=O)[nH]c(=O)n2C	2	0	x
Cc1c(-c2cccc(NC(=O)Nc3cccc(Cl)c3)c2)nc2ncccn12	6	-1	x
CC(C)c1cc(C(=O)N2CCCC3(CCN(C)CC3)CC2)nc2ncnn12	-6	1	x
Cc1ccc2nccc(C(=O)N3CCCC(C(=O)c4cccc5ccccc45)C3)c2c1 (stereo not drawn)	-7	14	-11
CCn1c(N2CCN(Cc3cc(C)ccc3C)CC2)nc2c1c(=O)[nH]c(=O)n2C	5	-1	x
CN(c1c(F)cc(C#N)cc1F)C1CCCCC1	-7	-4	-15
CCONC(=O)C1CCN(C(=O)CCOc2ccccc2)CC1	-7	-2	-7
CN(Cc1ccccc1)C(NC(=O)c1ccccc1[N+](=O)[O-])C(Cl)(Cl)Cl (stereo not drawn)	3	-15	x
O=C(c1ccc(-c2ccc3c(c2)OCO3)s1)N1CCC(Cc2ccccc2)CC1	-1	6	2
CC(CC(F)(F)F)NCc1cnn(-c2cccc(F)c2)c1 (stereo not drawn)	-6	0	x
COc1cccc(C(=O)Nc2cc(-c3ccco3)nn2-c2nc(C)c(C)c(=O)[nH]2)c1OC	-1	1	x
O=C1NCC(=O)N2C[C@H](NC(=O)C3(N4CCCCC4)CCCCC3)C[C@@H]12	8	2	x
CCCCN(CC(=O)Nc1cc(C(C)(C)C)nn1-c1ccccc1Cl)C(=O)C(C)Cl (stereo not drawn)	0	9	-4
CCC(C)N(Cc1ccsc1)CC(O)COCc1ccccc1 (stereo not drawn)	-3	18	-4
Cc1nn(C(=O)c2ccco2)c(C)c1Br	-7	15	-5
COc1ccc(F)c(CN2CCCC3(CCN(C(=O)c4cc(C)oc4C)C3)C2)c1 (stereo not drawn)	-5	15	x
Cc1ccc(-c2cc(CC(=O)O)no2)cc1	-9	-2	x
NC(=O)C(c1ccccc1)N1CCC(NS(=O)(=O)c2ccc(F)cc2)CC1 (stereo not drawn)	-12	13	-5
CC(C)N1CC=C2C(C#N)C(=N)C(C#N)(C#N)C(c3ccsc3)C2C1 (stereo not drawn)	1	15	2

Record cards, from the list above. Screens in order: hcGAS lum | NPYLR7 ag | mcGAS lum
`NC(=O)C(c1ccccc1)N1CCC(NS(=O)(=O)c2ccc(F)cc2)CC1` (stereo not drawn) is entered as -12 | 13 | -5
`CCCCN(CC(=O)Nc1cc(C(C)(C)C)nn1-c1ccccc1Cl)C(=O)C(C)Cl` (stereo not drawn) is entered as 0 | 9 | -4
`O=C(Cc1ccc(F)cc1)NCCn1nc(-c2cccs2)ccc1=O` is entered as 1 | 5 | -8
`CN(c1c(F)cc(C#N)cc1F)C1CCCCC1` is entered as -7 | -4 | -15
`Cc1nn(C(=O)c2ccco2)c(C)c1Br` is entered as -7 | 15 | -5

The results go on:
SMILES	hcGAS lum	NPYLR7 ag	mcGAS lum
Cc1ccc(NCc2nsc(N(C)C)n2)c(F)c1	-2	-7	x
Cc1cc(CSc2nnc(-c3ccc(C(C)(C)C)cc3)o2)no1	3	1	x
COc1ccc(S(=O)(=O)N2CCOCC2)cc1N1CCN(C(=O)C2CCCCC2)CC1	1	7	1
COc1cccc(C(=O)N2CCN(c3cccc(Br)c3)C(=O)C2C)c1 (stereo not drawn)	-7	3	x
